GLD-1 RNA inh = GLD-1-TGE RNA interaction inhibition (C. elegans); Q17339; purified GLD-1 + fluorescein TGE RNA, fluorescence polarization; inhibition, % at 5.96 µM; 320,000 tested, 0.44% active; AID 2280;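 active = percent inhibition above a per-plate cutoff, the plate mean of test compounds plus 3 SD, cut at about 30% in these data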;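 also: 0% = DMSO wells with GLD-1 and probe and 100% = wells lacking GLD-1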
ZTA counter = counter-screen for EBNA-1 inhibitors: inhibitors of Epstein-Barr virus ZTA; ZTA-DNA binding, fluorescence polarization; inhibition, % at 11 µM; AID 2234; 320,000 tested, 0.15% active; P03206; in the data active = inhibition above about 33%
Efflux pump mplx = antifungal efflux pump inhibition, Nile Red retention; S. cerevisiae Candida pump triplex; inhibition, % at 10 µM; 330,000 tested, 0.44% active;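 active = plate passing quality check with inhibition over a set limit, or well fluorescence over plate mean plus 4 SD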;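 also: Nile Red retained in pooled yeast measured as flow cytometry median fluorescence; 0% = buffer negative control and 100% = Enniatin B positive control; higher means more Nile Red kept so more efflux inhibition; some compounds called inactive have numbers as strong as hits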
EBNA-1 inhibitor = blocks EBNA-1 binding to DNA. AID 1950. EBNA-1 DNA binding, fluorescence polarization. inhibition, % at 14.8 µM. 300,000 tested, 0.34% active; in the data active = inhibition above about 28%
BCLXL inh = Bcl-xL (human) inhibition. GST-Bcl-xL / FITC-Bim BH3 peptide fluorescence polarization. 320,000 tested, 0.7% active. Q07817. inhibition, % at 10.9 µM;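 active = inhibition above the mean of all tested compounds plus 3 SD, cutoff set per campaign, cut at about 30% in these data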;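 also: 0% = DMSO wells and 100% = unlabeled Bim-BH3 peptide competitor; inhibitors lower millipolarization by displacing the labeled peptide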
Target sequence (Q07817 whole entry, looked up): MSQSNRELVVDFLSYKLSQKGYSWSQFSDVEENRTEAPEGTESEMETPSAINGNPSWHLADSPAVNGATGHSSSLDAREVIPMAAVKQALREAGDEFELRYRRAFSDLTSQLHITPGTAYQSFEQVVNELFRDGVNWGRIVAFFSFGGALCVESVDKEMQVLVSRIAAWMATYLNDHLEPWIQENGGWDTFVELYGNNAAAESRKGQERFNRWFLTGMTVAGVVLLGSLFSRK
Yeast superoxide = lowers age-related superoxide in aged yeast cells. S. cerevisiae aged cells, superoxide DHE fluorescence; active compounds read low. superoxide response (% of plate mean), % at 10 µM. 330,000 tested, 0.18% active;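 active = superoxide response under a set limit, about three screen SD below normal, cut at about 65% in these data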;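 also: yeast aged for seven days with compound at 30 °C before DHE staining; 100% = average MFI of all compound-treated wells on the plate with controls excluded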
MCL1-BIM inh = disrupts human MCL1 binding to BIM-BH3 peptide; GST-MCL1 / FITC-Bim-BH3 fluorescence polarization; Q07820; 320,000 tested, 0.68% active; inhibition, % at 10.9 µM;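 active = inhibition above the mean inhibition of all tested compounds plus 3 SD, set per campaign, cut at about 40% in these data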;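 also: 0% = DMSO wells and 100% = unlabeled Bim-BH3 peptide control; higher means more loss of mP so more displacement of Bim peptide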
Target sequence (Q07820 whole entry, looked up): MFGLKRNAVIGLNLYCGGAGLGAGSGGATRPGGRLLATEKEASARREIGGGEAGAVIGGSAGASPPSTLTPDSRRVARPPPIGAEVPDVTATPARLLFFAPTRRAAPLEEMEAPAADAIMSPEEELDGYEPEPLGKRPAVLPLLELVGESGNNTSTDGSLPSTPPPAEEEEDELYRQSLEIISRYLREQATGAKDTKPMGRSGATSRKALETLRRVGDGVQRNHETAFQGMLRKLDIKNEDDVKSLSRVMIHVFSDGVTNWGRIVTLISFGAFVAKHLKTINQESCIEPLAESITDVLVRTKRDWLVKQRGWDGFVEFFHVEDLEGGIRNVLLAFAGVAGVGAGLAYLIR
MEX-5 binding = C. elegans MEX-5 TCR-2 RNA binding activity. Q9XUB2. MEX-5/FITC-TCR2 RNA binding, fluorescence polarization; active compounds read low. activity score (negative = inhibition of binding), % at 10 µM. 300,000 tested, 0.38% active;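 active = inhibition past about -25% in most replicates, and total fluorescence under double the plate's negative control median, limit read from the data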;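 also: 0% = DMSO and -100% = 5 µM competing unlabeled TCR2 RNA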
Target sequence (Q9XUB2 whole entry, looked up): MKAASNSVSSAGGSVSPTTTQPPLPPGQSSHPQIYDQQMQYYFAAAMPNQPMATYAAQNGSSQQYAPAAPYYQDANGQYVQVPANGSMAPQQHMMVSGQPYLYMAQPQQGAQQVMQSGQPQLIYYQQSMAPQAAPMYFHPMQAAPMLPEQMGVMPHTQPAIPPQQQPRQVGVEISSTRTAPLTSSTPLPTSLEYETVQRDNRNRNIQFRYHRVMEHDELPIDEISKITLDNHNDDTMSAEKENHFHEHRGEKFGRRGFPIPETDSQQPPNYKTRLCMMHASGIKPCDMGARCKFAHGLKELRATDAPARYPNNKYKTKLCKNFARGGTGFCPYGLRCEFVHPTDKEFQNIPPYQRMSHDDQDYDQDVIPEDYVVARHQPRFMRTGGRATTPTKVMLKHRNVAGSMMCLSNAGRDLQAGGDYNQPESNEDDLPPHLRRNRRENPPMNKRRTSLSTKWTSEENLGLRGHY
Fam108B inh = blocks mouse Fam108B hydrolase in RBBP9 counter-screen. AID 1947. recombinant Fam108B, FP-Rh probe fluorescence polarization. 300,000 tested, 0.33% active. inhibition, % at 9.51 µM;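 active = inhibition above the screen mean inhibition plus 3 SD, computed separately per campaign, cut at about 18% in these data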;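 also: inhibitors lower polarization as less probe binds the enzyme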
An asterisk follows results filed as active. An excerpt; count on the stated rates, not on these rows.

COc1cc(C)cc(CN2CC=C(c3ccccc3)CC2)c1O was read as GLD-1 RNA inh 5, ZTA counter 6, Efflux pump mplx 0.1, EBNA-1 inhibitor -7, BCLXL inh 2, Yeast superoxide 101, MCL1-BIM inh 1, MEX-5 binding 1.0 and Fam108B inh 1.
For CCc1nnc(NS(=O)(=O)c2ccc(N=Cc3c(O)n(-c4ccccc4)c(=O)[nH]c3=O)cc2)s1 the results were GLD-1 RNA inh -3, ZTA counter 5, Efflux pump mplx 0.0, EBNA-1 inhibitor 8, BCLXL inh -1, Yeast superoxide 96, MCL1-BIM inh 3, MEX-5 binding -9.3 and Fam108B inh -2.
Screening Oc1c(Cl)c(Cl)c(Cl)c(Cl)c1Cl returned GLD-1 RNA inh 2, ZTA counter 16, Efflux pump mplx 0.0, EBNA-1 inhibitor -8, BCLXL inh 2, Yeast superoxide 99, MCL1-BIM inh 53*, MEX-5 binding -2.0 and Fam108B inh -3.
For COc1ccc2[nH]cc(C3=CCNCC3)c2c1 the results were GLD-1 RNA inh -100, ZTA counter -9, Efflux pump mplx -0.2, EBNA-1 inhibitor 7, BCLXL inh -22, Yeast superoxide 104, MCL1-BIM inh -63, MEX-5 binding 16 and Fam108B inh -2.
O=C1CN=C(c2ccccc2)c2cc(Br)ccc2N1 was read as GLD-1 RNA inh -11, ZTA counter -3, Efflux pump mplx 0.1, EBNA-1 inhibitor 1, BCLXL inh 1, Yeast superoxide 91, MCL1-BIM inh -3, MEX-5 binding 2.3 and Fam108B inh -4.
For Brc1ccc(CN2CCNCC2)s1 the results were GLD-1 RNA inh 1, ZTA counter 8, Efflux pump mplx 0.2, EBNA-1 inhibitor 2, BCLXL inh 2, Yeast superoxide 116, MCL1-BIM inh 10, MEX-5 binding -0.4 and Fam108B inh 0.
Screening CN(C)CC#CCn1c2ccccc2c2ccccc21 returned GLD-1 RNA inh -2, ZTA counter -10, Efflux pump mplx 0.0, EBNA-1 inhibitor -8, BCLXL inh 1, Yeast superoxide 115, MCL1-BIM inh 0, MEX-5 binding 0.0 and Fam108B inh -2.
O=C(CCCCCn1c(=S)[nH]c2ccccc2c1=O)N1CCC2(CC1)OCCO2 was read as GLD-1 RNA inh 3, ZTA counter -17, Efflux pump mplx 0.2, EBNA-1 inhibitor -9, BCLXL inh 4, Yeast superoxide 96, MCL1-BIM inh 0, MEX-5 binding 0.4 and Fam108B inh 1.
`COc1ccc(C(O)c2ccccc2OP(=O)(N(C)C)N(C)C)cc1` (configuration not stated) gave GLD-1 RNA inh 5, ZTA counter 9, Efflux pump mplx 0.2, EBNA-1 inhibitor -1, BCLXL inh -2, Yeast superoxide 84, MCL1-BIM inh -3, MEX-5 binding -0.5 and Fam108B inh 7.
CCN1CCN(Cc2cc(Br)cc(Br)c2O)CC1 was read as GLD-1 RNA inh 3, ZTA counter -3, Efflux pump mplx 0.0, EBNA-1 inhibitor 5, BCLXL inh 5, Yeast superoxide 106, MCL1-BIM inh 2, MEX-5 binding 0.9 and Fam108B inh 6.
For O=C1NC(=O)N(c2ccc3c(c2)OCO3)C(=O)/C1=C/c1cccs1 the results were GLD-1 RNA inh -5, ZTA counter -5, Efflux pump mplx 0.0, EBNA-1 inhibitor -4, BCLXL inh 8, Yeast superoxide 119, MCL1-BIM inh 4, MEX-5 binding 0.7 and Fam108B inh -1.
Screening COC(=O)C1=C(c2ccc(OC)c(OC)c2)C[C@@H]2CC[C@H]1N2C(=O)NCCc1ccccc1 returned GLD-1 RNA inh 4, ZTA counter 4, Efflux pump mplx 0.0, BCLXL inh -6, Yeast superoxide 106 and MCL1-BIM inh -3.
Screening CC1CCCC(NC(=O)COC(=O)Cc2ccccc2)C1C (configuration not stated) returned GLD-1 RNA inh 1, ZTA counter -9, Efflux pump mplx 0.0, EBNA-1 inhibitor 2, BCLXL inh 3, Yeast superoxide 98, MCL1-BIM inh 0, MEX-5 binding -0.2 and Fam108B inh 4.
For COc1cc(CC2C(=O)N(C)C(=O)N(C)C2=O)ccc1OCc1ccccc1 the results were GLD-1 RNA inh -1, ZTA counter -17, Efflux pump mplx 0.1, EBNA-1 inhibitor -5, BCLXL inh 6, Yeast superoxide 113, MCL1-BIM inh 2, MEX-5 binding -0.2 and Fam108B inh -3.
Screening COc1ccc(C(O)P(=O)(OC(C)C)OC(C)C)cc1 (configuration not stated) returned GLD-1 RNA inh -2, ZTA counter 8, Efflux pump mplx 0.0, EBNA-1 inhibitor 10, BCLXL inh 6, Yeast superoxide 72, MCL1-BIM inh 5, MEX-5 binding -1.0 and Fam108B inh 0.

Overlap with the part before: two compounds; new compounds follow.
For COc1cc(CC2C(=O)N(C)C(=O)N(C)C2=O)ccc1OCc1ccccc1 the results were GLD-1 RNA inh -1, ZTA counter -17, Efflux pump mplx 0.1, EBNA-1 inhibitor -5, BCLXL inh 6, Yeast superoxide 113, MCL1-BIM inh 2, MEX-5 binding -0.2 and Fam108B inh -3.
Screening COc1ccc(C(O)P(=O)(OC(C)C)OC(C)C)cc1 (configuration not stated) returned GLD-1 RNA inh -2, ZTA counter 8, Efflux pump mplx 0.0, EBNA-1 inhibitor 10, BCLXL inh 6, Yeast superoxide 72, MCL1-BIM inh 5, MEX-5 binding -1.0 and Fam108B inh 0.
`CN(C)CCn1cnc2ccccc21` gave GLD-1 RNA inh 5, ZTA counter 4, Efflux pump mplx 0.1, EBNA-1 inhibitor 4, BCLXL inh -3, Yeast superoxide 97, MCL1-BIM inh -6, MEX-5 binding 0.3 and Fam108B inh -3.
Screening COc1ccc(CC2(CCc3ccncc3)C(=O)NC(=O)NC2=O)cc1 returned GLD-1 RNA inh 2, ZTA counter 1, Efflux pump mplx 0.0, EBNA-1 inhibitor -1, BCLXL inh 8, Yeast superoxide 97, MCL1-BIM inh 2, MEX-5 binding -0.3 and Fam108B inh -3.
`Cc1cc(OC(=O)N(C)C)n(-c2ccccc2)n1` gave GLD-1 RNA inh 2, ZTA counter -13, Efflux pump mplx 0.3, EBNA-1 inhibitor -11, BCLXL inh 9, Yeast superoxide 110, MCL1-BIM inh 11, MEX-5 binding 1.4 and Fam108B inh 4.
For Cc1ccccc1NC1=NCC(C)S1 (configuration not stated) the results were GLD-1 RNA inh 8, ZTA counter -3, Efflux pump mplx 0.0, EBNA-1 inhibitor -3, BCLXL inh 1, Yeast superoxide 122, MCL1-BIM inh 2, MEX-5 binding 0.4 and Fam108B inh -3.
Screening Brc1ccc(-[n+]2c(-c3ccccc3)cc(-c3ccccc3)cc2-c2ccccc2)cc1 returned GLD-1 RNA inh -1, ZTA counter -3, Efflux pump mplx -0.1, EBNA-1 inhibitor 5, BCLXL inh -2, Yeast superoxide 99, MCL1-BIM inh -5, MEX-5 binding 2.3 and Fam108B inh -2.
O=P(Nc1cccnc1)(Oc1ccccc1Cl)Oc1ccccc1Cl was read as GLD-1 RNA inh 2, ZTA counter -7, Efflux pump mplx 1.3, EBNA-1 inhibitor -2, BCLXL inh 3, Yeast superoxide 98, MCL1-BIM inh 13, MEX-5 binding 0.9 and Fam108B inh 2.
For COC(=O)C1=C(c2ccc3ccccc3c2)C[C@@H]2CC[C@H]1N2C(=O)N1CCCC1 the results were GLD-1 RNA inh 1, ZTA counter 7, Efflux pump mplx 0.3, BCLXL inh 1, Yeast superoxide 98 and MCL1-BIM inh -7.
`C[C@@H]1C2C[C@@]34COC(=O)C3=CC=C[C@H]4[C@@]13C[C@H](c1ccoc1)O[C@@H]3O2` gave GLD-1 RNA inh 9, ZTA counter -8, Efflux pump mplx -0.1, EBNA-1 inhibitor 1, BCLXL inh 7, Yeast superoxide 102, MCL1-BIM inh 1 and Fam108B inh 0.
CC(N)Cc1c[nH]c2c1ccc1ccccc12 (configuration not stated) was read as GLD-1 RNA inh -1, ZTA counter 2, Efflux pump mplx -0.1, EBNA-1 inhibitor -1, BCLXL inh 5, Yeast superoxide 91, MCL1-BIM inh 5, MEX-5 binding 1.2 and Fam108B inh -4.
COc1cc([C@@H]2c3cc4c(cc3[C@@H](OC)[C@H]3COC(=O)[C@H]23)OCO4)cc(OC)c1O was read as GLD-1 RNA inh 3, ZTA counter -14, Efflux pump mplx 0.0, EBNA-1 inhibitor 1, BCLXL inh 6, Yeast superoxide 106, MCL1-BIM inh 2, MEX-5 binding 1.7 and Fam108B inh -2.
Screening COC(=O)Cn1cc(C=C2C(=O)N(C)C(=O)N(C)C2=O)c2ccccc21 returned GLD-1 RNA inh -9, ZTA counter -17, Efflux pump mplx -0.1, EBNA-1 inhibitor -4, BCLXL inh -5, Yeast superoxide 86, MCL1-BIM inh -14, MEX-5 binding -80* and Fam108B inh 2.
`O=C1CSC2(CN3CCC2CC3)N1` (configuration not stated) gave GLD-1 RNA inh -3, ZTA counter -6, Efflux pump mplx 0.1, EBNA-1 inhibitor 0, BCLXL inh 1, Yeast superoxide 90, MCL1-BIM inh -1, MEX-5 binding 1.8 and Fam108B inh -5.
Screening CN(C)c1nc(N(C)C)nc(N(C#N)CCCl)n1 returned GLD-1 RNA inh 3, ZTA counter 2, Efflux pump mplx 0.0, EBNA-1 inhibitor -4, BCLXL inh 3, Yeast superoxide 95, MCL1-BIM inh 0, MEX-5 binding 1.9 and Fam108B inh -2.
Screening O=C1Nc2cc(C(=O)N3CCC4(CC3)OCCO4)ccc2NC1CSCc1cccc(F)c1 (configuration not stated) returned GLD-1 RNA inh -9, ZTA counter 8, Efflux pump mplx -0.1, EBNA-1 inhibitor 7, BCLXL inh 7, Yeast superoxide 98, MCL1-BIM inh 11, MEX-5 binding 16 and Fam108B inh 0.
COc1c(/C=C2/C(=O)NC(=O)N(C)C2=O)c(CCN(C)C(=O)c2ccccc2)cc2c1OCO2 was read as GLD-1 RNA inh 3, ZTA counter -13, Efflux pump mplx -0.1, EBNA-1 inhibitor 1, BCLXL inh 1, Yeast superoxide 81, MCL1-BIM inh 3, MEX-5 binding -19 and Fam108B inh -1.
`O=C1CC(=O)N(c2ccc(Cl)cc2)C(=O)N1` gave GLD-1 RNA inh -10, ZTA counter 14, Efflux pump mplx 0.0, EBNA-1 inhibitor -7, BCLXL inh -9, Yeast superoxide 94, MCL1-BIM inh -33, MEX-5 binding 5.1 and Fam108B inh -5.
O=P(/C(=N/O)N1CCCCC1)(N1CCOCC1)N1CCOCC1 was read as GLD-1 RNA inh -1, ZTA counter 3, Efflux pump mplx 0.3, EBNA-1 inhibitor -1, BCLXL inh 6, Yeast superoxide 94, MCL1-BIM inh 10, MEX-5 binding -1.8 and Fam108B inh 5.
For Cn1c(O)c(C=Nc2cccc(C(F)(F)F)c2)c(=O)n(C)c1=O the results were GLD-1 RNA inh -23, ZTA counter -11, Efflux pump mplx 0.0, EBNA-1 inhibitor 1, BCLXL inh 0, Yeast superoxide 99, MCL1-BIM inh 0, MEX-5 binding -0.7 and Fam108B inh 0.
Screening COc1ccccc1N1CCN(Cc2ccccc2Cl)CC1 returned GLD-1 RNA inh 4, ZTA counter 0, Efflux pump mplx -0.2, EBNA-1 inhibitor -1, BCLXL inh 1, Yeast superoxide 106, MCL1-BIM inh 2, MEX-5 binding 1.1 and Fam108B inh 0.
For CN1CCc2nc(SCc3ccccc3Br)c(C#N)cc2C1 the results were GLD-1 RNA inh 5, ZTA counter -2, Efflux pump mplx 0.3, EBNA-1 inhibitor -2, BCLXL inh 0, Yeast superoxide 88, MCL1-BIM inh 3, MEX-5 binding -1.1 and Fam108B inh -2.
`O=P(Nc1ccccc1)(Nc1ccccc1)Oc1ccc(Cl)cc1` gave GLD-1 RNA inh 4, ZTA counter 5, Efflux pump mplx 0.0, EBNA-1 inhibitor 5, BCLXL inh 5, Yeast superoxide 88, MCL1-BIM inh 1, MEX-5 binding 0.8 and Fam108B inh 2.
`COC(=O)C1=C(c2ccc(C(C)=O)cc2)C[C@@H]2CC[C@H]1N2C(=O)NCCCOC(C)C` gave GLD-1 RNA inh -2, ZTA counter -18, Efflux pump mplx 0.1, BCLXL inh -4, Yeast superoxide 90 and MCL1-BIM inh -2.
